# Source: PubChem BioAssay (The Scripps Research Institute Molecular Screening Center)
# CHRM5 antagonist: CHRM5 antagonism in calcium assay. inhibition, % at 3 µM. CHO-hM5 cells, Fluo-8 calcium fluorescence, ACh EC80. AID 624040. actives 0.59% (n = 360,000);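 active means inhibition above a per-plate cutoff, the mean of that plate's test compounds plus 3 SD, cut at about 27% in these data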;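 further: 0% = acetylcholine EC80 with DMSO and 100% = DMSO without agonist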
# Target sequence (P08912 whole entry, looked up): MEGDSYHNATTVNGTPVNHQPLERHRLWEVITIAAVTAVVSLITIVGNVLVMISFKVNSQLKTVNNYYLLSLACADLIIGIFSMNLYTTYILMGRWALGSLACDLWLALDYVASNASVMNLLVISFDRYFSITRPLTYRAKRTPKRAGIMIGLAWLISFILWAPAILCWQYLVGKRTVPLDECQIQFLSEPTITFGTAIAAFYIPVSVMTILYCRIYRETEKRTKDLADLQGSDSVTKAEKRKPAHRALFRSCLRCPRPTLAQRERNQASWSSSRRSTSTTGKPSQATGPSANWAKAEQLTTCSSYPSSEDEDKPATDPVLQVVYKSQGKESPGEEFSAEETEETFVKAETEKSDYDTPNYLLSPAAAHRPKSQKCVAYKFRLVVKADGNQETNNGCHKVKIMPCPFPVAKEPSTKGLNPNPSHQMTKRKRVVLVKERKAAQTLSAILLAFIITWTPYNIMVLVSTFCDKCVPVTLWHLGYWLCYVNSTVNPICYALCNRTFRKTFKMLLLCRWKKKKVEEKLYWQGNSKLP
# CHRM1 antagonist: antagonists of human M1 muscarinic receptor | actives 1.3% (n = 360,000) | P11229 | AID 588852 | CHO-K1 hM1, Fluo-8 calcium fluorescence, ACh EC80 antagonist | inhibition, % at 3 µM;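 active means percent inhibition above its own plate's cutoff, namely the mean of that plate's compound wells plus 3 SD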;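 further: peak over basal fluorescence ratio during 140 s after agonist addition; 0% = ACh EC80 plus DMSO and 100% = DMSO alone without agonist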
# CHRM5 PAM: CHRM5 positive allosteric modulation. activation, % at 3 µM. CHO-K1 hM5, Fluo-8 calcium, ACh EC20 PAM; 0% = ACh EC20, 100% = ACh EC100. P08912. actives 0.3% (n = 360,000). AID 624038;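 active means activation above the run cutoff, the mean activation of all test compounds plus 3 SD, cut at about 18% in these data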
#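 System: CHO-K1 hM5 cells. Reagent: acetylcholine, EC20 level. Compound dosing: single dose, 3 µM nominal final test concentration. Timing: Post-acetylcholine fluorescence recording 140 s. Detection: Fluo-8 calcium fluorescence. Read-out: % activation, ACh-normalized. Benchmarks: ACh EC20 and EC100 wells. Repeats: singlicate, one well per test compound.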
# M4 antag: CHRM4 antagonism in calcium assay; actives 0.73% (n = 360,000); CHO-hM4 cells, ACh EC80, Fluo-8 calcium fluorescence; AID 624125; P08173; inhibition, % at 3 µM;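 active means inhibition above its plate's cutoff, the mean inhibition of sample wells plus 3 SD, cut at about 27% in these data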;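 further: 0% = acetylcholine EC80 with DMSO and 100% = DMSO without agonist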
# M5 ag: CHRM5 agonism in calcium assay; activation, % at 3 µM; CHO-K1 hM5 cells, Fluo-8 calcium fluorescence; 0% DMSO wells, 100% maximal acetylcholine response; P08912; AID 624037; actives 0.19% (n = 360,000);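 active means activation above the run's mean over test compounds plus 3 SD, cut at about 23% in these data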;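 further: signal is peak over basal fluorescence ratio across the kinetic read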
# CHRM1 PAM: human CHRM1 positive allosteric modulation | actives 0.088% (n = 360,000) | activation, % at 3 µM | CHO-K1 hM1, Fluo-8 calcium fluorescence, ACh EC20; 0% = ACh EC20, 100% = maximal ACh; in the data active means activation above about 19%, passing the limit was not always enough
# M1 ag: activates human CHRM1 receptor; actives 0.33% (n = 360,000); activation, % at 3 µM; P11229; CHO-K1 hM1, Fluo-8 calcium fluorescence, agonist mode; 0% DMSO, 100% acetylcholine EC100;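 active means activation above the run's mean compound activation plus 3 SD, cut at about 16% in these data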;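 further: peak over basal fluorescence ratio within a 140 s kinetic read after compound addition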
# M4 ag: agonists of human muscarinic M4 receptor (CHRM4). CHO-K1 hM4/Gqi5, Fluo-8 calcium fluorescence; vehicle 0%, full acetylcholine response 100%. actives 0.14% (n = 360,000). activation, % at 3 µM. P08173;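 active means activation above the run mean over all test wells plus 3 SD, cut at about 32% in these data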;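 further: peak over basal fluorescence ratio per well then scaled between controls; 0% = DMSO wells and 100% = acetylcholine at EC100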
# TAAR1 agonist: human TAAR1 agonism | CHO RD-HGA16 TAAR1, Fluo-8 calcium fluorescence; vehicle wells 0%, saturating PEA agonist 100% | activation, % at 3 µM | Q96RJ0 | actives 0.99% (n = 360,000);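 active means activation above the mean activation of all test compounds in the run plus 3 SD, cut at about 38% in these data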
# Target sequence (Q96RJ0 whole entry, looked up): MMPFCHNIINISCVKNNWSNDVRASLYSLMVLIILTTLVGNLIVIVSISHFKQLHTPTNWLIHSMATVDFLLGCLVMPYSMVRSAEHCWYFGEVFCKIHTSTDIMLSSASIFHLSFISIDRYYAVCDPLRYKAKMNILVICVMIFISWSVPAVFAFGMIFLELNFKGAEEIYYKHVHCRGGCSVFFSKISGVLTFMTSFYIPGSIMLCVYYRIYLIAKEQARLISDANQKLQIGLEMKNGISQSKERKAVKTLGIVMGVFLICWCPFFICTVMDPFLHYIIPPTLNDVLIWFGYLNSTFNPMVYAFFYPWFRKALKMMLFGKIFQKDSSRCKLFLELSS
#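 Repeats: no replicates (n 1) | Material: CHO-derived RD-HGA16 cells with stable Gα16 and human TAAR1 | Technique: Kinetic Fluo-8 calcium fluorescence | Schedule: 17-24 h seeding, 75 min 37 °C dye, 30 min RT | Evaluation: % activation from peak over basal fluorescence ratio, DMSO-to-PEA scaled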
# The depositor's hits bear a star; . = not tested or not shown. Only part of the results is shown; the hit share may differ from the screen's.
# Start of the data: the first two records as a preview:
SMILES,CHRM5 antagonist,CHRM1 antagonist,CHRM5 PAM,M4 antag,M5 ag,CHRM1 PAM,M1 ag,M4 ag,TAAR1 agonist
Cc1ccc(C)n1NC(=O)c1ccco1,-3,-9,0,-7,3,17,2,1,2
CCCCn1nc2cc(C(=O)NCCCCc3ccccc3)ccc2c1OCC,3,1,-6,-8,0,2,-9,0,7

# Results, repeating the preview:
SMILES,CHRM5 antagonist,CHRM1 antagonist,CHRM5 PAM,M4 antag,M5 ag,CHRM1 PAM,M1 ag,M4 ag,TAAR1 agonist
Cc1ccc(C)n1NC(=O)c1ccco1,-3,-9,0,-7,3,17,2,1,2
CCCCn1nc2cc(C(=O)NCCCCc3ccccc3)ccc2c1OCC,3,1,-6,-8,0,2,-9,0,7
CCN1CCN(CCCNC(=O)CCc2nc(-c3ccc(OC)cc3)no2)CC1,5,-4,-5,1,-2,3,-8,0,5
Cc1noc(C)c1S(=O)(=O)N1CCCC(C(=O)c2cccc(OC(C)C)c2)C1 (stereo unspecified),-1,-2,-3,-1,-2,-2,-12,0,4
CCC1(CC)SC(N)=NC1=O,-15,-29,7,-9,5,19,3,2,7
Cc1sc(NC(=O)CCCC(=O)O)c(C#N)c1C,-1,-5,1,5,0,11,-2,0,7
O=C(Nc1cccc(C(F)(F)F)c1)c1cc2c(=O)c3ccccc3oc2nc1C(F)(F)F,2,0,-2,-12,-2,5,-6,-1,4
Cc1ccc(NC(=O)c2cccs2)cc1NC(=O)c1cccc(F)c1,-1,-6,-4,-1,0,4,-2,1,6
O=C(O)c1ccccc1C(=O)c1ccc(Oc2ccccc2)cc1,4,2,-4,6,-1,3,-1,0,-1
COCCC(=O)N1CCC(Oc2ccc(C(=O)NC(C)CCn3cccn3)cc2)CC1 (stereo unspecified),5,-21,-3,-7,0,22,-1,-1,0
O=C(CSCC(=O)Nc1cccc2ccccc12)Nc1cccc2ccccc12,2,4,-1,-9,2,0,0,8,2
O=C(COc1ccc(Cl)cc1Br)Nc1nnc(C2CC2)s1,17,-1,0,6,0,-3,-8,1,0
COc1cc(C)ccc1S(=O)(=O)NC(=O)C1(C)CCN1C(=O)Cc1ccc(C(C)(C)C)cc1 (stereo unspecified),3,-20,-3,0,-1,11,5,1,3
NC(=O)c1ccccc1OCc1nnc(-c2ccccc2Br)o1,2,-7,-6,1,1,4,0,4,4
CCOC(=O)C1CN(S(=O)(=O)c2ccccc2)c2cc(S(=O)(=O)CC)ccc2O1 (stereo unspecified),-2,0,7,6,-2,3,-2,3,0
O=C(Nc1ccc(F)cc1F)c1csc(-c2ccccc2)n1,-29,-11,4,-16,-3,0,-10,-1,3
CC(C)(C)NS(=O)(=O)c1ccc(-c2csnn2)s1,-1,-19,5,4,-8,5,-5,2,13
O=C(NCC(=O)N1CCOCC1)c1ccc(Br)o1,-6,0,-3,-11,-2,16,4,0,0
CN(CCCCN1CCOCC1)Cc1nc(-c2ccc3c(c2)OCO3)no1,4,-15,7,-6,-4,7,-6,5,1
Cc1cccc(NC(=O)N2CCCc3ccccc32)c1C,-4,-5,1,1,-2,6,-3,0,-2
CC(C)CC(=O)NC(=S)Nc1ccc(NC(=O)c2cccs2)cc1,-2,12,-10,10,2,-2,-2,7,9
CCOC(=O)c1c(C)[nH]c(C(=O)N2CCc3cc(OC)c(OC)cc3C2)c1C,-24,-16,6,1,3,10,1,6,2
Cc1ccc(S(=O)(=O)NCCNC(=O)c2ccccc2)cc1,1,4,-1,5,-2,5,-3,0,10
CCN(CCCNC(=O)C1CCC(=O)N1C1CCCC1)c1cccc(C)c1 (stereo unspecified),6,8,-3,7,-3,-2,-5,1,5
CCc1nc2ccc(C(=O)NCCOc3ccc(OC)cc3)cn2c1N(CC)Cc1cccc(Br)c1,12,10,-8,-2,3,-10,-3,1,0
CCCCCC(=O)NC(=S)NNC(=O)CC,2,-11,6,2,0,4,0,1,12
Nc1nc(SCc2ccccc2)cc(SCc2ccccc2)n1,10,12,1,0,0,4,0,-1,1
CN1CCCCC1=NCCCn1cnc2c1c(=O)n(C)c(=O)n2C,-3,16,-10,-9,-1,-9,-10,1,13
Cc1ccc2cc(CCNC(=O)C(C)(C)C)c(=O)[nH]c2c1,2,-15,-3,-17,-1,12,-2,1,1
Cc1ccc(C(=O)NCc2ccco2)cc1S(=O)(=O)N1CCCC1,9,5,-3,3,-3,-3,-4,1,0
CCCS(=O)(=O)NC(=O)C1(C)CCN(C(=O)c2c(-c3ccccc3)noc2C)C1 (stereo unspecified),7,-23,5,1,-1,15,0,0,0
CC1(CC(=O)N/N=C/c2cc([N+](=O)[O-])c(O)cc2O)OCCO1,0,-11,2,-5,1,8,-4,2,4
COc1ccc(OCC(=O)Nc2ccc(OC)c(S(=O)(=O)N3CCCCC3)c2)cc1,5,-4,-1,-13,5,2,0,13,3
OCc1nc2ccccc2n1CC(O)COc1ccccc1 (stereo unspecified),-3,-5,-3,-4,-3,3,-2,2,2
CCCn1ncc(C(=O)N(C)C2CCCN(Cc3ccccc3F)C2)c1C (stereo unspecified),-4,5,-2,8,-6,2,-5,-1,7
Nc1nnc(CCN2C(=O)CSC2=O)s1,17,2,-3,21,-1,-2,-3,1,8
O=C(NCC(c1ccc(F)cc1)N1CCOCC1)c1cccnc1Sc1ccccc1Cl (stereo unspecified),4,0,-1,-4,3,1,-2,3,3
CCOC(=O)N1CCN(C(=O)Cn2nc(C)n3nc(-c4ccc(CC)cc4)cc3c2=O)CC1,-11,-13,8,-7,0,11,-1,0,1
O=C(NCC(=O)N1CCN(C/C=C/c2ccccc2)CC1)c1ccc(Br)cc1,0,33*,-2,1,-9,-15,18*,2,9
O=C(CCn1c(=S)oc2ccccc21)Nc1cccc(F)c1,4,-1,-6,2,0,-4,-9,2,0
COc1ccccc1-n1c(N)cc(=O)nc1SCC(=O)Nc1cc(C)on1,6,2,10,1,2,5,3,0,1
CC(=O)Nc1nc(C)nc(-c2ccccc2OC(C)=O)n1,5,-3,-4,5,-3,6,-4,1,.
O=C(Nc1ccccc1F)c1cnccn1,6,-7,3,3,-1,10,-5,0,5
Cn1c(/C(C#N)=C/c2ccncc2)nc2ccccc21,-2,-3,5,4,0,16,1,1,3
Cc1cc(C(=O)CSCCCn2c(=O)[nH]c3ccccc32)c(C)n1C,9,1,-24,-4,-6,1,-6,4,4
COc1cc(NC(=O)CN(c2ccc(C)cc2)S(=O)(=O)c2c(C)nn(C)c2C)cc(OC)c1,1,-9,-6,-17,-4,6,-5,2,10
O=C(CSCc1c(Cl)cccc1Cl)Nc1ccc2c(c1)OCO2,-1,-19,-2,0,-9,-2,-3,4,13
C[C@@H]1CN([C@@H](C)CO)C(=O)c2cc(NC(=O)CCN3CCOCC3)ccc2O[C@@H]1CN(C)C(=O)Nc1ccccc1,7,-23,1,16,2,12,0,2,3
COc1cccc(NC(=O)CN2C(=O)COc3ccc(C)cc32)c1,10,-13,-2,1,0,9,1,5,1
CCCOc1ccc(C(=O)CCN2CCN(C(=O)OCC)CC2)cc1,10,11,-5,-6,9,-6,-4,2,8
CCOc1ccccc1C(=O)N(C)Cc1cc2cc(OC)ccc2[nH]c1=O,2,-4,-3,-4,-4,2,-4,4,0
CC(=O)Nc1cccc(C(=O)N2CCC(n3nccc3NC(=O)CC(C)C)CC2)c1,1,-6,5,3,-1,8,-1,1,0
Cc1ccc(CNC(=O)CNC(=S)N(Cc2ccccc2)Cc2ccccc2F)cc1,6,-1,0,-4,-1,3,-5,0,0
CC(C)c1ccc(CC(=O)N2CCC2(C)C(=O)NS(=O)(=O)c2ccc(F)cc2F)cc1 (stereo unspecified),-2,-6,-3,-9,1,2,-1,1,6
CC1=C(C(=O)Nc2ccccc2)C(c2ccncc2)n2nnnc2N1 (stereo unspecified),-3,0,3,13,2,8,-4,1,8
Cc1ccc(O)c(NC(=O)c2cc(-c3cccs3)on2)c1,11,-9,-4,-9,-3,3,-2,1,1
O=C(CSc1ccccc1)Nc1nnc(C2CC2)s1,5,-7,-1,-1,-4,-2,-6,-1,8
Cc1cc(=O)[nH]c(SCC(=O)N2CCN(C(=O)c3ccco3)CC2)n1,5,7,-4,3,-2,-4,-1,0,17
COc1cccc(-c2nnn(CC(=O)N(CC(C)C)C3CCS(=O)(=O)C3)n2)c1 (stereo unspecified),-10,-5,11,-21,-2,2,-1,2,2
CCOCCC(=O)Nc1ccc2c(c1)c(=O)n(C)n2CC=C(C)C,7,-12,2,-3,2,13,4,1,0

# A second format for part of the listing above:
SMILES	CHRM5 antagonist	CHRM1 antagonist	CHRM5 PAM	M4 antag	M5 ag	CHRM1 PAM	M1 ag	M4 ag	TAAR1 agonist
CCOc1ccccc1C(=O)N(C)Cc1cc2cc(OC)ccc2[nH]c1=O	2	-4	-3	-4	-4	2	-4	4	0
CC(=O)Nc1cccc(C(=O)N2CCC(n3nccc3NC(=O)CC(C)C)CC2)c1	1	-6	5	3	-1	8	-1	1	0
Cc1ccc(CNC(=O)CNC(=S)N(Cc2ccccc2)Cc2ccccc2F)cc1	6	-1	0	-4	-1	3	-5	0	0
CC(C)c1ccc(CC(=O)N2CCC2(C)C(=O)NS(=O)(=O)c2ccc(F)cc2F)cc1 (stereo unspecified)	-2	-6	-3	-9	1	2	-1	1	6

# Next results follow:
SMILES,CHRM5 antagonist,CHRM1 antagonist,CHRM5 PAM,M4 antag,M5 ag,CHRM1 PAM,M1 ag,M4 ag,TAAR1 agonist
CCCCN1C(=O)NC(NC(=O)C2CC2)(C(F)(F)F)C1=O (stereo unspecified),-6,-6,9,-19,3,6,1,2,2
COc1ccc(N(C(=O)c2ccc(S(=O)(=O)N3CCOCC3)cc2)C2C=CS(=O)(=O)C2)cc1 (stereo unspecified),2,15,-4,-11,-1,4,8,-1,7
CCN(CC(=O)Nc1ccccc1C(F)(F)F)C(=O)c1cccc(N2C(=O)CCC2=O)c1,-6,-19,9,-3,4,15,0,0,0
O=C(Nc1ccc(F)cc1F)c1c(C(F)(F)F)ccnc1Oc1ccccc1,0,-17,5,-5,-11,20,-6,-1,-2
Cn1c2c(c3ccccc31)CCN(CCCCN1CCN(c3ccccc3)CC1)C2=O,5,-5,-11,-2,-9,-4,-6,9,7
COc1cc(CCC(=O)OCC(=O)Nc2ccccc2OC(F)F)cc(OC)c1OC,14,-3,-8,4,0,-1,3,6,4
O=C(CNC(=O)c1ccco1)Nc1ccc(Br)cc1,-6,-5,2,-3,-2,2,-4,1,0
O=C(Cc1ccc(Cl)cc1)Nc1ccc(NC(=O)c2cccs2)cc1,-7,0,4,-6,-1,1,-6,3,7
Cc1cc([N+](=O)[O-])c(NCCCCCCO)c([N+](=O)[O-])c1,1,-9,7,0,-2,8,0,1,8
CCOc1cc(/C=C2\SC(=N)N(c3nonc3N)C2=O)ccc1OCC(N)=O,-2,-7,3,-1,-3,7,-6,1,1
CC(CNC(=O)CN1C(=O)NC2(CCCCC2C)C1=O)c1ccccc1 (stereo unspecified),4,-4,-1,-5,3,2,-2,2,2
